Source: PubChem BioAssay (Sanford-Burnham Center for Chemical Genomics)
ATG4B inh – ATG4B protease inhibitors, primary screen, biochemical, fluorescence, uHTS; Cysteine protease ATG4B (Homo sapiens), Q9Y4P1; ATG4B cleavage of LC3-PLA2, NBD-HPC fluorescence, 1 h; inhibition, % at 8.33 µM; 340,000 compounds, 0.51% hits; AID 504462, 2011; in the data active means inhibition above about 40%
SENP8 block – human SENP8 protease inhibitors, primary screen, biochemical, fluorescence, Nedd8 protein substrate, uHTS. Sentrin-specific protease 8 (Homo sapiens), Q96LD8. recombinant SENP8. inhibition, % at 20 µM. 360,000 compounds, 0.64% hits; in the data active means inhibition mostly above about 40%, no sharp cut-off; inactive means mostly below about 27%
HKDC1 inh – HKDC1 hexokinase inhibitors, primary screen, biochemical, fluorescence, uHTS; Q2TB90; recombinant HKDC1, G6PDH/diaphorase resazurin coupled fluorescence; inhibition, % at 20 µM; 340,000 compounds, 0.16% hits; AID 493160, 2011;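 active means inhibition above about 35% when tested at 20 µM, limit read from the data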;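 further: plate controls were DMSO wells with enzyme for no effect and DMSO wells lacking enzyme for full effect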
Target sequence (Q2TB90 whole entry, looked up): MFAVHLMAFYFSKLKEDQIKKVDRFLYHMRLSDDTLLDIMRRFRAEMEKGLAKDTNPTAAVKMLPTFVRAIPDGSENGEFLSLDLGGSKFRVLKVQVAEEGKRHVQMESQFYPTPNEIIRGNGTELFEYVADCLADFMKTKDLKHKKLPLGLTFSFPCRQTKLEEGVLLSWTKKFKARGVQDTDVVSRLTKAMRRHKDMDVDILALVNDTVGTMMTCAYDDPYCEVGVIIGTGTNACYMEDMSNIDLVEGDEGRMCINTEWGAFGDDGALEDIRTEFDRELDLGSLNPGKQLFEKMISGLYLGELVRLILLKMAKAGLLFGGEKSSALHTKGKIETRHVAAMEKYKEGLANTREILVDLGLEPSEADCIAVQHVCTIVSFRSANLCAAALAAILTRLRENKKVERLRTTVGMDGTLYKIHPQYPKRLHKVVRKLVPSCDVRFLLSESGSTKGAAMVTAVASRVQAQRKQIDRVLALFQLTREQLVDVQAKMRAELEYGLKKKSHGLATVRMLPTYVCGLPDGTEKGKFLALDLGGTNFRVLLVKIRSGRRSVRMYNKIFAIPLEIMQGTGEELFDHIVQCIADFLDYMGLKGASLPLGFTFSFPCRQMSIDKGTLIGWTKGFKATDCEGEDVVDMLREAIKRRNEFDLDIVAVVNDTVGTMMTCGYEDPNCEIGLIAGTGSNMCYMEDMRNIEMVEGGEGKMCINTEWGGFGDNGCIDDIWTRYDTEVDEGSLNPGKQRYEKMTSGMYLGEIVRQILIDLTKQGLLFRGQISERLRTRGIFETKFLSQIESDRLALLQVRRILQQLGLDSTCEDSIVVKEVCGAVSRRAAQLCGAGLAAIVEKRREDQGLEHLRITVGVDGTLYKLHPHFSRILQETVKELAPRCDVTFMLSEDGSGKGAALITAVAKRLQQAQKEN
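Incubation: 90 min at room temperature in dark / Material: recombinant HKDC1 (HK5) hexokinase enzyme, produced in-house / Quantity: enzyme 5 µg/mL final / Compound: one dose of 20 µM, 1% DMSO / Reagent: glucose and ATP substrates / Buffer or medium: Tris pH 8.0 buffer with MgCl2, Tween-20, BSA, BME / Technique: resorufin fluorescence at 613 nm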
NR3A LBD binder – binders of NR3A ligand-binding domain, primary screen, biophysical, differential scanning fluorimetry, uHTS. Glutamate receptor ionotropic, NMDA 3A (GRIN3A) ligand-binding domain. NR3A LBD differential scanning fluorimetry, Tm shift; 0% = protein alone, 100% = glycine-bound protein. Tm shift relative to glycine control, % at 25 µM. 340,000 compounds, 2.5% hits. AID 1259313, 2017;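 active means melting temperature shift of at least 10% of the positive control shift, at one fixed dose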
SENP6 block – SENP6 protease inhibitors, primary screen, biochemical, luminescence, uHTS; Recombinant SENP6 catalytic domain, aminoluciferin luminescence; inhibition, % at 10 µM; 330,000 compounds, 1.8% hits;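 active means inhibition above about 50% at the single tested dose, limit read from the data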;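 further: plate controls were DMSO wells with enzyme for no effect and DMSO wells lacking enzyme for full effect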
PfG6PD inh – PfG6PD enzyme inhibitors, primary screen, biochemical, fluorescence intensity, uHTS; PfGluPho enzyme, NADPH resazurin-diaphorase fluorescence; inhibition, % at 20 µM; 350,000 compounds, 0.78% hits; AID 504690, 2011;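 active means inhibition reaching at least a set limit at 20 µM in the primary screen, cut at about 59% in these data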;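 further: 0% = DMSO wells with substrate and 100% = DMSO wells lacking glucose-6-phosphate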
SENP7 inh – SENP7 protease inhibitors, primary screen, biochemical, luminescence, uHTS. Sentrin-specific protease 7 (Homo sapiens), Q9BQF6. recombinant SENP7, Z-RLRGG-aminoluciferin luminescence, 40 min. inhibition, % at 5 µM. 330,000 compounds, 1.5% hits;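 active means inhibition above about 50% at the single test dose, limit read from the data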;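 further: plate controls were DMSO with enzyme for no effect and no enzyme buffer wells for full effect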
MPTP inh – mitochondrial permeability transition pore inhibitors, primary screen, biochemical, isolated mouse mitochondria, absorbance | Ca2+ swelling absorbance, 30 min | inhibition, % at 10 µM | 360,000 compounds, 1.4% hits | AID 602449, 2012;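 active means inhibition of 50% or more, scaled per plate between neutral and stimulator controls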;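 further: 0% = DMSO wells given calcium and 100% = 1 mM EGTA wells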
The depositor's hits bear a star; i = inactive; . = not tested or not shown.

The first four entries, ahead of the listing:
no.	structure	ATG4B inh	SENP8 block	HKDC1 inh	NR3A LBD binder	SENP6 block	PfG6PD inh	SENP7 inh	MPTP inh
1	CCOC(=O)c1c(C)[nH]c(N=Nc2ccc(C)cc2C)c1C	-13	39	2	-6	-11	10	-4	1.3
2	COc1cc2c(cc1[N+](=O)[O-])-c1ccccc1C2	-6	6	-3	4	.	-3	.	-0.9
3	COc1ccc(N(CC(=O)NC2CCCC2)C(=O)c2ccc(N3CCCCC3)nc2)cc1	0	9	2	0	-7	2	4	-1.4
4	CCOc1ccc(/C=N/OCC(=O)NCc2cccs2)cc1	-7	4	-1	4	2	1	2	0.7

Main list (from the top)
no.	structure	ATG4B inh	SENP8 block	HKDC1 inh	NR3A LBD binder	SENP6 block	PfG6PD inh	SENP7 inh	MPTP inh
1	CCOC(=O)c1c(C)[nH]c(N=Nc2ccc(C)cc2C)c1C	-13	39	2	-6	-11	10	-4	1.3
2	COc1cc2c(cc1[N+](=O)[O-])-c1ccccc1C2	-6	6	-3	4	.	-3	.	-0.9
3	COc1ccc(N(CC(=O)NC2CCCC2)C(=O)c2ccc(N3CCCCC3)nc2)cc1	0	9	2	0	-7	2	4	-1.4
4	CCOc1ccc(/C=N/OCC(=O)NCc2cccs2)cc1	-7	4	-1	4	2	1	2	0.7
5	CCNc1nc(NCC)nc(OCCOC(=O)COc2ccc(Cl)cc2Cl)n1	5	16	5	-1	1	-18	4	-3.5
6	CC(=O)c1ccc(OCCCC(=O)NC2CCC(C)CC2)cc1 (stereo unspecified)	0	4	-8	0	-8	7	-1	-0.3
7	COc1ccc(COC(=O)c2nc3nc(C)cc(C)n3n2)cc1F	2	1	-2	0	-9	-5	-10	1.1
8	CCSc1nc(O)c(Cc2ccccc2)c(=O)[nH]1	-9	20	-1	0	-3	-2	6	0.6
9	CCCCNC(=O)/C=C/c1cccs1	-4	1	-9	-1	7	10	1	-0.2
10	Cc1nc(-c2ccc(Cl)cc2)sc1C1(C)CC(c2ccc(OC(F)(F)F)cc2)=NO1 (stereo unspecified)	-2	-61	-1	-3	-7	13	-8	0.6
11	COc1ccc(S(=O)(=O)N(Cc2cccnc2)Cc2cc3ccccc3[nH]c2=O)cc1	10	-38	4	2	-8	-8	-1	0.9
12	COc1cccc(OC)c1C(=O)N1CCN(Cc2ccc3c(c2)OCO3)CC1	-12	15	-2	-5	14	-8	-8	0.5
13	CC1(C)CC=C(NNC(=O)c2cccnc2)C(=O)C1	-3	8	-11	-2	-1	1	-8	-2.5
14	COC(=O)c1ccc(C(=O)NCCCCO)cc1	-4	2	-13	-1	-14	2	-5	1.9
15	CC(=O)Nc1ccc(S(=O)(=O)NCC(=O)OCC(=O)c2cc(C)n(-c3ccc4c(c3)OCO4)c2C)cc1	-7	20	12	-2	10	5	8	-0.6
16	CCCNS(=O)(=O)c1ccc(CCC(=O)Nc2ccc3c(c2)OCCO3)cc1	-7	11	13	0	7	5	-7	0.8
17	Cc1cccc(CCN=C(N)NS(=O)(=O)c2ccccc2)c1	2	10	-5	-1	-15	2	-11	-0.6
18	CC(C)C(Sc1nc(-c2ccccc2)cc(-c2ccccc2)c1C#N)C(=O)O (stereo unspecified)	46*	-16	2	-4	-3	-19	-7	4.7
19	CC(C)(C)c1ccc(OCCNC(=S)NC(=O)c2cccnc2)cc1	28	21	-7	0	-3	2	5	-0.5
20	Cc1ccc(NC(=O)CCNC(=O)c2ccc([N+](=O)[O-])cc2)cc1C	-12	17	-2	-5	.	2	.	-0.4
21	Cc1ccc(-c2nc3cnccn3c2Nc2ccc3c(c2)OCO3)o1	-7	-187	2	-2	-12	22	-14	0.5
22	O=C1OC(c2ccc(O)cc2)(c2ccccc2O)c2ccccc21 (stereo unspecified)	-2	8	0	-5	.	-33	.	2.1
23	O=C(CSc1ncn[nH]1)Nc1ccc(S(=O)(=O)N2CCCC2)cc1	-2	18	4	-1	-29	-10	-4	-0.6
24	CCCn1c(N)c(N(CCOC)C(=O)c2cc3ccccc3cc2OC)c(=O)[nH]c1=O	3	-24	-3	1	-13	1	-3	0.1
25	COc1ccccc1N1CCN(C2CCCN(S(=O)(=O)c3ccccc3)C2)CC1 (stereo unspecified)	22	0	-6	0	5	-15	-4	0.9
26	CC(C)CNC(=O)CN(C)S(=O)(=O)c1ccc(F)cc1	0	23	-11	0	11	-13	7	-0.9
27	O=C(COc1ccccc1)Nc1nnc(-c2ccco2)o1	2	18	0	-1	-2	-20	7	-0.1
28	Cc1ccc(S(=O)(=O)NN2C(=O)/C(=C/c3cccnc3)SC2=S)cc1	5	18	5	2	-8	-4	-2	0.3
29	CCn1cc(C(=O)N[C@@H](CCSC)C(=O)NC(C)(C)CO)c(=O)c2cc3c(cc21)OCO3	-1	-93	-4	-2	-10	-5	-5	-0.5
30	COc1ccc(F)cc1C(=O)C1CCCN(Cc2cnc(N3CCCC3)s2)C1 (stereo unspecified)	-2	18	-2	2	-16	6	7	0.0
31	COc1ccccc1N1C(=O)CSC1=NC(=O)c1ccccc1	-7	6	1	-3	5	-1	2	3.0
32	COc1cccc(Oc2c(C)oc3c(CN4CCOCC4)c(O)ccc3c2=O)c1	10	i	2	0	.	-5	.	1.2
33	Brc1cccc2sc(N3CCN(c4ccccc4)CC3)nc12	-8	10	-2	5	-20	8	-8	4.0
34	CCOC(=O)c1ccc(NC(=O)NCc2cccnc2)cc1	-5	10	-6	2	-2	-4	-4	-1.0
35	CC(C)CCNC(=O)C1CC(=O)N(C2CCCC2)C1 (stereo unspecified)	-10	5	6	0	8	-1	-1	-1.8
36	CCN(CC)S(=O)(=O)c1ccc(C(=O)OCn2c(SC)nnc(C)c2=O)cc1	7	11	-8	-2	-3	-13	2	0.5
37	CC1CCN(C(=O)CCNC(=O)c2ccccc2)CC1	0	10	-3	-2	-2	-8	-4	-1.1
38	Cc1ccccc1OCc1nnc(SCc2nc3ccccc3c(=O)[nH]2)n1C	-1	16	-5	1	.	-5	.	-1.2
39	CC(C)Oc1ccc(S(=O)(=O)N2CCOCC2)cc1NC(=O)CN1C(=O)c2ccccc2C1=O	-13	14	-4	-1	.	-3	.	-1.6
40	CCn1cnc2c(Nc3cc(F)cc(F)c3)nc(C#N)nc21	-3	-100	8	3	-6	-9	4	0.4
41	CCOC(=O)N1CCC(NC(=O)c2cc3c(-c4ccccc4F)nn(C)c3s2)CC1	-12	-94	-1	-2	0	7	4	-0.2
42	CC(C)CCNC(=O)CCc1nnc(Cc2c[nH]c3ccccc23)o1	10	4	-13	0	-18	-1	-7	2.5
43	Cc1ccc2nc(C)cc(C(=O)OCC(=O)c3ccc(Cl)c([N+](=O)[O-])c3)c2c1	-2	-58	-3	0	-9	-6	-6	-0.4
44	CCc1ccc(N/C(SC)=C(/C#N)C(N)=O)cc1	3	15	-5	-4	-2	-7	2	-0.7
45	COc1ccccc1-c1nc2n(n1)C(c1ccccc1Cl)C(C(N)=O)=C(C)N2 (stereo unspecified)	6	-24	-5	1	-6	6	-8	-0.8
46	Cc1ccc(S(=O)(=O)n2nc(OC(=O)c3c(F)cccc3Cl)cc2N)cc1	2	5	2	-4	-12	27	0	-1.4
47	COc1ccc2oc(C(=O)N3CCN(C(=O)c4ccco4)CC3)c(C)c2c1	-6	-20	0	5	2	-3	0	-0.4
48	CCOc1cc2[nH]c(=S)n(CCN3CCCCC3CC)c(=O)c2cc1OCC (stereo unspecified)	-5	2	-8	-2	13	0	-1	0.2
49	COc1ccc(C2(C(=O)NC3CCCCC3)CCOCC2)cc1OC	-1	7	-4	3	-1	-5	0	-4.1
50	Cc1ccc(S(=O)(=O)NCC(=O)OCC(=O)c2cccs2)cc1	-5	4	-4	1	-3	3	-4	-2.6
51	CC(=O)Nc1ccc(S(=O)(=O)Oc2ccc(C(=S)N3CCCCC3)cc2)cc1	29	7	-3	-3	-16	4	3	32
52	COc1ccc(N=C2C(=O)Nc3ccc(C)c(Br)c32)cc1	-19	21	12	0	17	19	-10	1.8
53	Cn1c(CCNC(=O)c2ccco2)nc2cc(NC(=O)C3CCCCC3)ccc21	-12	11	-1	0	-1	-2	2	-0.7
54	COc1ccc(CN2C(=NC(=O)c3ccccc3)SC3CS(=O)(=O)CC32)cc1 (stereo unspecified)	3	8	-6	1	-8	-11	-19	-0.3
55	Brc1c(CSc2nc3ccccc3o2)nc2ncccn12	0	-492	1	-1	10	21	3	-0.1
56	COC(=O)/C=C/c1ccc(OC(=O)c2ccncc2)cc1	-4	-2	11	0	-7	11	1	-0.2
57	O=C(Cc1ccc(NC2=NC3CS(=O)(=O)CC3S2)cc1)NCc1ccc(Cl)cc1 (stereo unspecified)	-11	12	-6	-2	-23	-7	0	-0.3
58	CCc1nnc(NC(=O)CSc2ncc(-c3ccccc3)n2CC)s1	-8	11	0	0	-6	-16	6	1.3
59	Cc1cccc(C(=O)Nc2nnc(Cc3ccccc3)s2)c1	10	11	-2	-1	15	2	-1	-0.4
60	COc1ccc(CN2CCC(Oc3ccc(C(=O)N4CCCC4)cc3)CC2)c(F)c1	6	4	-7	2	-24	0	0	-0.7

Remaining list, next part
no.	structure	ATG4B inh	SENP8 block	HKDC1 inh	NR3A LBD binder	SENP6 block	PfG6PD inh	SENP7 inh	MPTP inh
61	CCOC(=O)c1c(-c2ccccc2Cl)csc1NC(=O)CSc1nc(C)cc(=O)[nH]1	-3	3	-3	-12	11	-19	-5	43
62	Cc1cc(-n2cnnn2)cc(C)c1S(=O)(=O)N(C)c1ccccc1	6	5	2	1	-1	21	3	-0.3
63	COc1cc(C(=O)Nc2ccc(S(=O)(=O)Nc3nccc(C)n3)cc2)c([N+](=O)[O-])cc1OC	0	25	-6	0	-3	-5	4	-0.6
64	CCCN1C2CCCC1CC(NC(=O)c1cccc(OC)c1)C2 (stereo unspecified)	-5	24	-5	-1	9	-4	5	1.7
65	CC1=C(CC[C@@H](C)CO)OC2CC3C4CCC5CC(O)CCC5(C)C4CC(=O)C3(C)C12 (stereo partly specified)	-10	1	-2	0	-10	4	3	-1.0
66	c1ccc(CN2CCN(CCN3CCn4c3nc3ccccc34)CC2)cc1	-7	1	1	1	-11	17	1	-0.7
67	O=C(CSc1ccc2nnc(CCNC(=O)c3ccccc3)n2n1)Nc1ccc(F)cc1F	0	-8	-7	3	-7	16	-6	-1.8
68	O=C(Cc1c(F)cccc1Cl)NNC(=O)c1ccccc1Cl	-10	-1	-8	0	-15	1	-7	-1.2
69	CCOc1ccccc1CNC(=O)CCc1cn(C)c2ccccc12	7	15	1	-1	-8	16	7	1.6
70	CCOc1ccc(NC(=O)CCc2nnc3ccc(N4CCC5(CC4)OCCO5)nn23)cc1	6	-8	-2	-1	-1	-4	18	-1.7
71	COc1cc(Cl)cc(/C=C/c2ccc3cccc(O)c3n2)c1OC	0	-9	-4	-8	2	20	2	1.2
72	CC(C)Cn1c(N)c(/C=N/NC(=O)c2ccc(Cl)cc2)c(=O)n(C)c1=O	-2	-303	-6	-1	-11	0	2	1.6
73	COc1ccc(CCNC(=O)COc2coc(CN3c4ccccc4CC3C)cc2=O)cc1OC (stereo unspecified)	-12	17	0	2	-1	0	-2	0.8
74	O=c1cc(CN2CCN(Cc3ccc(F)cc3)C(CCO)C2)[nH]c2ccccc12 (stereo unspecified)	-1	-8	-1	2	1	-5	-1	0.9
